NIH3T3 tox – cytotoxic compounds in NIH 3T3 cells | NIH 3T3 viability, CellTiter-Glo ATP luminescence, 48-72 h | Potency, µM (top dose mostly 96.7 µM), without a hit: top-dose activity change, negative = cytotoxicity, hits mostly inhibitors | actives 4.3% (n = 94,000) | AID 1345082; note: potency is the fitted concentration of half-maximal effect; nearly all actives have a fitted effect of over 55% in size
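Cells were seeded at 400 per well, treated with pin-transferred compound, and kept 48 or 72 hr at 37 °C before CellTiter-Glo addition and luminescence imaging of cellular ATP.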
IP6K1 inh – inhibitors of human IP6K1; Q92551; IP6K1 kinase, ADP-Glo luminescence, 2 h; hits give low values; activity change, % (series mostly up to about 58 µM); actives 0.81% (n = 140,000); AID 1645851; in the data active = activity change below about -25%
Target sequence (Q92551 whole entry, looked up): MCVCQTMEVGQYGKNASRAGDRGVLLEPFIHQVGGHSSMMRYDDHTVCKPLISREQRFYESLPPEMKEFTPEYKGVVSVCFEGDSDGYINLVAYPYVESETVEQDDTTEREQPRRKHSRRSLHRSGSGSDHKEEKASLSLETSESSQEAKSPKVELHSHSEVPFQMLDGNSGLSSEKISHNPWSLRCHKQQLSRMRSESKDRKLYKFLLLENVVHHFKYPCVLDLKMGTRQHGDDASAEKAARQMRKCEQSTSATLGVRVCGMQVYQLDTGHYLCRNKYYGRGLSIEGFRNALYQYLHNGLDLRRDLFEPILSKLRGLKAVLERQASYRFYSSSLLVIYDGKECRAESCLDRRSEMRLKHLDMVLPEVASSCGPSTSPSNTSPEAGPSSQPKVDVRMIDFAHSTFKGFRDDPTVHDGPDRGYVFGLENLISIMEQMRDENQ
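ADP-Glo luminescence measures ADP made by human IP6K1 during a 2 h RT reaction with ATP/IP6 (mix at 1.3 mM/130 uM); top library doses 57.5 and 19.1 uM final.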
SNCA viab count – counter-screen for SNCA expression inhibitors: cell viability; HEK-293-SNCA-luc viability, GF-AFC fluorescence, 24 h; Potency, µM (titrated, usually from 57.1 µM), for the others: at the highest dose activity change, negative = cytotoxicity, hits mostly cytotoxic; actives 0.12% (n = 150,000);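 note: potency is the fitted concentration of half-maximal effect; 0% = DMSO-treated cells and -100% = medium-only wells without cells; nearly all actives have a fitted effect of over 30% in size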
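HEK-293-SNCA-luc cells (1500/well) plated 24 h, then exposed 24 h to a dilution series; GF-AFC added 30 min at 37C, fluorescence 405/540 nm; normalised to medium-only and DMSO wells, Hill fit.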
GPT2 inhibitor – inhibitors of human GPT2 alanine aminotransferase | Recombinant GPT2, coupled pyruvate oxidase/HRP Amplex Red fluorescence | actives 0.25% (n = 100,000) | Potency, µM (highest dose often 57.7 µM), without a hit: top-dose activity change, negative = inhibition, hits mostly inhibitors | AID 1671188; note: potency is the fitted concentration of half-maximal effect; nearly all actives have a fitted effect of over 60% in size; many of its hits are not listed in these tables
Target sequence (Q8TD30 whole entry, looked up): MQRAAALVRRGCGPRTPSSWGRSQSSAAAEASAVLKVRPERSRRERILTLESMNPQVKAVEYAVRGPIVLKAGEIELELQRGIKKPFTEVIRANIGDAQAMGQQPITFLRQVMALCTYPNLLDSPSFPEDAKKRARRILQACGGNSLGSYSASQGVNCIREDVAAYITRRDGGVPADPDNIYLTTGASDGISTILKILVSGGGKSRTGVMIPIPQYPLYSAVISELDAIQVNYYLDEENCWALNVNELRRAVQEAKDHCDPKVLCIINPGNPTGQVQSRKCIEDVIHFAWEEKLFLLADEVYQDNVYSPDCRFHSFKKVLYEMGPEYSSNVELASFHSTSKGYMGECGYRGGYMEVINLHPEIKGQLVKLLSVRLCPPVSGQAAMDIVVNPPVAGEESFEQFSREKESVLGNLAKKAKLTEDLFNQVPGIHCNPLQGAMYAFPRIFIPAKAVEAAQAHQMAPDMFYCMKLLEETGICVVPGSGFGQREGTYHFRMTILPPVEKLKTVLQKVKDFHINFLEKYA
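Fluorescence of coupled pyruvate oxidase/HRP/Amplex Red system (50uM Amplex, 30 min, dark) reports pyruvate formed by GPT2. Enzyme reaction: 10ng/uL GPT2, 2mM L-alanine, 250uM a-KG, 30 min room temperature, pH 7.5; 50uM AOA control.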
Luciferase inh – blocks purified firefly luciferase enzyme activity | P08659 | purified P. pyralis luciferase, luminescence, biochemical | Potency, µM (doses to about 115 µM), without a hit: at the top dose activity change, negative = inhibition, actives largely listed as inhibitors | actives 2.5% (n = 76,000) | AID 1347043; note: potency is the fitted concentration of half-maximal effect; nearly all actives have a fitted effect of over 65% in size
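Purified 10nM P. pyralis luciferase with 10uM D-luciferin and 10uM ATP in 50mM Tris acetate pH 7.5, 10mM Mg acetate, 0.01% Tween-20, 0.05% BSA. qHTS titration; luminescence read by CCD imager.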
SNCA expr inh – inhibitors of alpha-synuclein (SNCA) gene expression; Potency, µM (highest dose often 57.2 µM), inactives show top-dose activity change, negative = inhibition, actives largely listed as inhibitors; actives 0.17% (n = 140,000); AID 1671194; HEK-293 SNCA-luciferase knock-in, luminescence, 24 h;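 note: potency is the fitted concentration of half-maximal effect; plate controls were DMSO cells for no effect and cell-free wells for full effect; nearly all actives have a fitted effect of over 45% in size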
HEK293 tox – kills HEK 293 cells; actives 6.6% (n = 94,000); HEK 293 viability, ATP luminescence (CellTiter-Glo), 48-72 h; Potency, µM (highest dose often 115 µM), for the others: at the top dose activity change, negative = cytotoxicity, most hits filed as inhibitors; note: potency is the fitted concentration of half-maximal effect; nearly all actives have a fitted effect of over 60% in size
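qHTS cytotoxicity; HEK 293, 250 cells/well; compound pinned; 48 or 72 hr, 37 degree Celsius, 5% CO2, 95% humidity; CellTiter-Glo, 10 min RT; luminescence (ATP).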
* marks the source's active call; other numbers are inactive results; i = inactive; ? = inconclusive; . = not tested or not shown; [ ] = another dose, or the depositor's remark. Unless noted, calls come from the whole dose curve; as a rule, active = well fitted curve in the direction sought with a large enough effect; inconclusive = small, poorly fitted or top-dose-only effect, or another doubt; inactive = no such curve, though single readings can be large; an effect the other way counts as inactive or inconclusive. Unless noted, % is set by controls: 0 for no effect and ±100 for the full control effect.

SMILES	NIH3T3 tox	IP6K1 inh	SNCA viab count	GPT2 inhibitor	Luciferase inh	SNCA expr inh	HEK293 tox
CC1(C)[C@H](Cc2cc(CCO)on2)C[C@@H]1NCc1ccccc1O	-24%[174 µM]	7	-13%[87.6 µM]	1%[88.5 µM]	-2%[172 µM]	-6%[87.6 µM]	-29%[172 µM]
CN(C)C(=O)N1CCC(C(=O)N2CCC(N3Cc4cccn4C3=O)CC2)CC1	-14%	8	-1%	i	.	23%	-4%
Cc1cc2ncc(C(=O)NCc3ccccc3)cn2n1	-11%[138 µM]	2	5%[87.6 µM]	-11%[88.5 µM]	.	137%[activator][87.6 µM]	-9%[172 µM]
O=S(=O)(Cc1ccccc1F)N1CCCC(Cc2noc(-c3cnccn3)n2)C1 (configuration not stated)	-9%	0	-21%	i	0%	0%	?
COc1cccc(CN2CCCOCCNC(=O)CC2)c1	0%	-6	-4%	1%	1%	-1%	-8%
O=C(O)Cn1ccc2cc(OCCc3cccc(-c4ccc(F)cc4)c3)cnc21	?	-9	-2%[87.6 µM]	-5%[88.5 µM]	?	2%[87.6 µM]	?
COc1ccc(CNc2nc3c(S(=O)(=O)c4ccccc4)nnn3c3ccc(Cl)cc23)cc1	.	-13	1%	.	.	2%	.
CCN1c2cc(C(N)=O)ccc2C(=O)N2CCCCCC21 (configuration not stated)	3%	20	29%[12.5 µM]	-2%	-10%	-6%	4%
COc1ccc(CNS(=O)(=O)c2cc3c(cc2Cl)N(C(C)=O)CCO3)cc1	.	11	-4%	.	.	-17%	.
Cc1ccc(F)c(NC(=O)[C@@H]2COCC(=O)N2Cc2ccc(F)cc2)c1	-7%	-2	4%	-3%	-4%	?	-13%
COc1ccc(Cn2c(=O)c(C(=O)NCCc3ccc(F)cc3)nc3cccnc32)cc1	?	5	-13%	0%	.	28%	?
Cc1cc(OCC(=O)Nc2ncn[nH]2)c(C)c(C)c1Br	.	46	?	.	.	-2%	.
O=C(NCc1ccccc1Cl)c1ccc(NC(=O)N2CCSc3ncccc32)cc1	.	11	-6%	.	.	?	.
CCCSCCCNC(=O)CN1C(=O)COc2ccc(S(=O)(=O)N3CCCC3)cc21	.	-12	-24%	.	.	?	.
O=C(c1ccc(Cl)cc1)N1CCC2(CC1)CC(c1ccccc1)=NO2	-14%	-15	-4%	1%	.	-21%	?
COC1CCC12CCN(C(=O)C1CCOCC1)CC2 (configuration not stated)	-8%	-7	-4%	i	6%	5%	-21%
O=C(O)c1ccnc(-c2ccnc(NCCc3noc(C4CCC4)n3)n2)c1	-4%	28	-1%	-4%	?	10%	i
CCOc1cc(C2c3c(-c4ccc(Br)cc4)n[nH]c3C(=O)N2c2ccc(Cl)cc2)ccc1O (configuration not stated)	.	-8	-19%	.	.	?	.
Cn1c(CCC(=O)NCc2ccon2)nc2cc(S(=O)(=O)N3CCCC3)ccc21	i	23	-18%	i	2%	-30%	i
COc1ccc(CN(C)C(=O)Cn2nnnc2CN2CCOCC2)c2cccnc12	-6%	-2	2%	2%	0%	2%	-1%
OCC1(CN2CCCC2)CCN(Cc2cccc(Cn3cccn3)c2)CC1	?	-2	-1%	0%	-3%	2%	?
O=C(NCCCN1CCN(c2ccccc2)CC1)c1ccc2nc(Cc3ccccc3)oc2c1	.	-6	-2%	.	.	-20%	.
O=C(C[C@@H]1CCNC[C@@H]1Cc1cc(-c2ccccc2)on1)N1CCCCC1	?	-4	1%[87.6 µM]	i	-5%[172 µM]	2%[87.6 µM]	?
CCOCCCNC(=O)c1ccccc1-c1ccc(OC)nn1	-9%[138 µM]	16	.	.	.	.	3%[172 µM]
CCc1[nH]nc(C(=O)N2CC[C@H](N3CCOCC3)[C@H](CCC(=O)O)C2)c1C	-13%	4	-8%	i	0%	-9%	-9%
O=C(NC1CC1)C1CCN(C(=O)c2ccc(-c3cccs3)cc2)CC1	?	17	.	.	.	.	?
COc1cccc(CN2CC[C@@](C)(O)[C@H](N3CCCC3)C2)c1	-25%	18	1%	i	13%	18%	-2%
Cc1cccc(Cn2c(CN3CCC(C(=O)NC(C)C)CC3)cc3ccccc32)c1	.	31	-11%	.	.	?	.
C=C(C(=O)O)[C@@H]1CC[C@H](C)[C@@H]2CC(=O)C(C)=C2C1	.	15	2%	i	.	.	.
CCS(=O)(=O)N1CCCN(Cc2ccncc2)C(c2ccccc2)CC(=O)NCC1 (configuration not stated)	-19%	16	3%	?	-3%	46%[activator]	?
O=C(c1ccc(F)cc1)N1CCC[C@H](c2nc(-c3ccc(F)cc3)no2)C1	.	.	-15%	-15%	.	66%[activator]	.
O=C(Nc1cnc(N2CCN(c3ccccc3)CC2)c(C(=O)O)c1)c1cccs1	.	-28*	-21%	.	.	-2%	.
O=C(Cn1ccn2nc(-c3ccc(F)cc3)c(CO)c2c1=O)NC1CCCC1	2%	22	-5%	?	-6%	6%	4%
COC(=O)C1=CO[C@@H](O[C@@H]2O[C@H](CO)[C@@H](O)[C@H](O)[C@H]2O)[C@@H]2[C@@H](C)[C@@H](O)C(O)[C@H]12 (some centres not stated)	.	1	-7%[23.9 µM]	5%[27.3 µM]	.	.	.
Cc1cc(Cl)ccc1NC(=O)C(=O)NCc1ccco1	.	4	-6%	.	.	?	.
Cc1cccc(C(=O)NC(=O)Nc2ccc(-n3nc(C(F)(F)F)cc3C(F)(F)F)cc2)c1	.	-9	6%	.	.	?	.
Cc1c(C(=O)Nc2ccccc2Br)oc2ccc(S(=O)(=O)N3CCCCC3)cc12	.	-12	-1%	.	.	8%	.
C[C@@H]1O[C@@H](O[C@H]2[C@H](O)[C@@H](O[C@@H]3O[C@H](CO)[C@H](O)[C@H](O)[C@H]3O)[C@H](O[C@H]3CC[C@@]4(C)C(CC[C@]5(C)C4CC=C4[C@@H]6CC(C)(C)CC[C@]6(C(=O)O[C@@H]6O[C@H](CO)[C@@H](O)[C@H](O)[C@H]6O)CC[C@]45C)C3(C)C)O[C@@H]2C(=O)O)[C@H](O)[C@H](O)[C@H]1O (some centres not stated)	.	7	-8%[12.5 µM]	4%[17.1 µM]	.	.	.
Cc1ccc2nc(CSc3nnc(NC(=O)COc4ccccc4F)s3)cc(=O)n2c1	.	-9	3%	.	.	24%	.
Cc1ccc(-c2noc(-c3ccc(NCc4cccnc4)c([N+](=O)[O-])c3)n2)cc1	.	8	-4%	.	.	182%[activator]	.

Record cards, as listed above. Order of values: NIH3T3 tox | IP6K1 inh | SNCA viab count | GPT2 inhibitor | Luciferase inh | SNCA expr inh | HEK293 tox
Cc1cc(Cl)ccc1NC(=O)C(=O)NCc1ccco1 in the list: . | 4 | -6% | . | . | ? | .
COC(=O)C1=CO[C@@H](O[C@@H]2O[C@H](CO)[C@@H](O)[C@H](O)[C@H]2O)[C@@H]2[C@@H](C)[C@@H](O)C(O)[C@H]12 (some centres not stated) in the list: . | 1 | -7%[23.9 µM] | 5%[27.3 µM] | . | . | .

The list continues.
SMILES	NIH3T3 tox	IP6K1 inh	SNCA viab count	GPT2 inhibitor	Luciferase inh	SNCA expr inh	HEK293 tox
O=C1NCc2ccccc2CC12CCCCN2CC1CCCC1 (configuration not stated)	5%	-2	-9%	?	.	-11%	-15%
CCCN(CC1CCOC1)S(=O)(=O)c1cccs1 (configuration not stated)	-8%	3	-6%	i	-8%	-5%	-11%
CCC(C)NC(=O)C(NC(=O)c1ccc(C)cc1)C1CCN(C(=O)C(C)C)CC1 (configuration not stated)	-2%	23	5%	-9%	-2%	-15%	3%
CCc1cc(=O)n(CC(=O)Nc2ccc(OC)cc2)c(-c2ccccc2)n1	?	0	-13%	-6%	3%	-13%	?
COc1ccc(Cl)cc1NC(=O)c1cc(C)nn1-c1ccccc1	.	23	4%	.	.	-5%	.
Cc1nc(CCNS(=O)(=O)c2cccc(C(F)(F)F)c2)no1	-1%	10	3%	-19%	-8%	13%	i
CN1CCC([C@@H]2CN(C(=O)c3ccccc3Cl)C[C@H]2C(N)=O)CC1	i	-3	8%[12.5 µM]	-7%	-5%	-14%	-2%
CCN1C(=O)c2ccccc2Sc2ccc(C(=O)NCCCN(CC(C)C)CC(C)C)cc21	.	10	8%	.	.	-13%	.
COc1ccccc1-c1noc(-c2ccc(NC3CCCC3)c([N+](=O)[O-])c2)n1	.	4	-1%	.	.	143%[activator]	.
CC1(C)SCCN(S(=O)(=O)c2ccc(OCC#CCO)cc2)[C@@H]1C(=O)NO	.	.	15%	5%	.	12%	.
CC(C)=CCC1(CO)CCCN(C(=O)CN2CCCC2=O)C1 (configuration not stated)	-5%	12	-1%	?	0%	11%	-2%
O=C(COc1ccccc1)N[C@H]1CO[C@H]2[C@@H]1OC[C@@H]2Nc1nccc(-c2ccco2)n1	89µM*	15	-8%[87.6 µM]	-3%[88.5 µM]	0%[172 µM]	-6%[87.6 µM]	?
CCOc1ccc(CN2C(=O)c3ccccc3Sc3ccc(C(=O)NCc4ccc5c(c4)OCO5)cc32)cc1	.	-2	8%	.	.	-6%	.
Cc1noc(-c2cn(C3CCN(C(=O)c4cccc(Cl)c4)CC3)nn2)n1	?	6	-15%	4%	20%	-17%	-12%

Structures shown so far that contain fluorine:
SMILES	NIH3T3 tox	IP6K1 inh	SNCA viab count	GPT2 inhibitor	Luciferase inh	SNCA expr inh	HEK293 tox
O=S(=O)(Cc1ccccc1F)N1CCCC(Cc2noc(-c3cnccn3)n2)C1 (configuration not stated)	-9%	0	-21%	i	0%	0%	?
O=C(O)Cn1ccc2cc(OCCc3cccc(-c4ccc(F)cc4)c3)cnc21	?	-9	-2%[87.6 µM]	-5%[88.5 µM]	?	2%[87.6 µM]	?
Cc1ccc(F)c(NC(=O)[C@@H]2COCC(=O)N2Cc2ccc(F)cc2)c1	-7%	-2	4%	-3%	-4%	?	-13%
COc1ccc(Cn2c(=O)c(C(=O)NCCc3ccc(F)cc3)nc3cccnc32)cc1	?	5	-13%	0%	.	28%	?
O=C(c1ccc(F)cc1)N1CCC[C@H](c2nc(-c3ccc(F)cc3)no2)C1	.	.	-15%	-15%	.	66%[activator]	.
O=C(Cn1ccn2nc(-c3ccc(F)cc3)c(CO)c2c1=O)NC1CCCC1	2%	22	-5%	?	-6%	6%	4%
Cc1cccc(C(=O)NC(=O)Nc2ccc(-n3nc(C(F)(F)F)cc3C(F)(F)F)cc2)c1	.	-9	6%	.	.	?	.
Cc1ccc2nc(CSc3nnc(NC(=O)COc4ccccc4F)s3)cc(=O)n2c1	.	-9	3%	.	.	24%	.
Cc1nc(CCNS(=O)(=O)c2cccc(C(F)(F)F)c2)no1	-1%	10	3%	-19%	-8%	13%	i

Bioassay records: PubChem, National Center for Advancing Translational Sciences (NCATS)
